Screening results as filed in PubChem.
MrgX1 antag = antagonists of human MrgX1 receptor; Q96LB2; MRGX1-HEK293 calcium flux, Fluo-4, BAM8-22 antagonism; stronger effect = lower value; B-score at 10 µM; actives 1.3% (n = 310,000);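 active means calcium-response B-score plate-corrected more than 3 library SD below zero, starting fluorescence within 5 deviations, no agonist response on first addition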;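 further: peak minus trough fluorescence over baseline after final BAM8-22 challenge near maximal dose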
Target sequence (Q96LB2 whole entry, looked up): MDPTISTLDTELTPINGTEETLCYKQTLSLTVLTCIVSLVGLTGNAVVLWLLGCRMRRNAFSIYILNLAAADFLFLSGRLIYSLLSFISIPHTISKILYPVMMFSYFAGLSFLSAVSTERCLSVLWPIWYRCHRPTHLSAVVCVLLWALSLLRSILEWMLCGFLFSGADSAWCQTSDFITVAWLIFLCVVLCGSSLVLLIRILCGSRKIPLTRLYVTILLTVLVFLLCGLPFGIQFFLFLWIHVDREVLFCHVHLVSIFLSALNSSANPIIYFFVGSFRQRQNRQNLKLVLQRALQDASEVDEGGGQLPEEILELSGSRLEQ
TRPC6 act = mouse TRPC6 channel activation. HEK293-TRPC6 membrane potential dye fluorescence; stronger effect = higher value. B-score at 10 µM. Q61143. actives 0.13% (n = 310,000). AID 2550;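 active means B-score of the integrated fluorescence ratio above library mean plus 3 SD, and starting fluorescence ratio within library mean plus 5 SD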;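 further: higher score means more depolarization so channel activation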
ANO1 block = inhibitors of mouse TMEM16A calcium-activated chloride channel; actives 1.2% (n = 310,000); Q8BHY3; AID 588511; normalized B-score (activity score, 25-100; higher = stronger inhibition) at 10 µM; HEK293 TMEM16A/YFP iodide influx fluorescence, ionomycin;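 active means ratio plate-corrected score three or more library SD toward inhibition, starting fluorescence score within five deviations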;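 further: score derived from kinetic fluorescence span divided by baseline fluorescence per well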
HDAC3 inh = blocks human histone deacetylase 3; recombinant HDAC3, fluorogenic peptide/trypsin coupled, fluorescence; inhibition, % at 8.3 µM; actives 0.15% (n = 320,000); in the data active means inhibition above about 26%, passing the limit was not always enough
Target sequence (O15379 whole entry, looked up): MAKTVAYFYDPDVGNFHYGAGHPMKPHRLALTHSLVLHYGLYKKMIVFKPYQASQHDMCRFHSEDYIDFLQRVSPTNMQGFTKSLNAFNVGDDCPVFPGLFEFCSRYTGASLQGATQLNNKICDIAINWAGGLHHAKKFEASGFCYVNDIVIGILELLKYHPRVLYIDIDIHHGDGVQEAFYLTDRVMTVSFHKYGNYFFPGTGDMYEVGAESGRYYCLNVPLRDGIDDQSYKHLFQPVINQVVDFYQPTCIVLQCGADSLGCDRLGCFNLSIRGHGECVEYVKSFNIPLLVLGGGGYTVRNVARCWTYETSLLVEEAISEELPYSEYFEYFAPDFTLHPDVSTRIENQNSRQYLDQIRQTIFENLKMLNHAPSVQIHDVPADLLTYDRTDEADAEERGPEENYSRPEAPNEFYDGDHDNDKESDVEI
RGS4 inh = human RGS4 inhibition. P49798. HEK293 M3R/RGS4 inducible, Fluo-4 calcium flux; stronger effect = higher value; triggered by carbachol at its EC20. B-score at 10 µM. actives 0.45% (n = 310,000);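 active means B-score, a plate-corrected calcium signal, over three deviations above library mean, with baseline fluorescence within five deviations of library mean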;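 further: RGS4 expression induced by doxycycline in cells with stable M3 receptor; B-score is computed from the integrated fluorescence ratio over baseline after carbachol; higher B-score means a larger calcium signal and so more RGS4 inhibition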
Target sequence (P49798 whole entry, looked up): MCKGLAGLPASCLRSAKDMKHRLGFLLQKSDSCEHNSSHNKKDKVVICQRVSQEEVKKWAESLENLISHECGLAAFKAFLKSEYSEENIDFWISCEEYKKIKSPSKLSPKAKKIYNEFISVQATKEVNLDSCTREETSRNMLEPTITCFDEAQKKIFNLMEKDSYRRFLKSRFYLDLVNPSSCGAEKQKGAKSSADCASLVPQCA
SKKanGAS inh = blocks kanamycin growth of S. pyogenes SKKanGAS strain. inhibition, % at 7.5 µM. BacTiter-Glo, 6 h. AID 1662. actives 1.3% (n = 300,000);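 active means mean replicate score, as percent of positive control median, at least 50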;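 further: strain carries kanamycin resistance gene driven by streptokinase promoter and grows in 40 µg/ml kanamycin; loss of luminescence reflects streptokinase promoter inhibition or plain growth inhibition; 0% = median of DMSO wells and 100% = positive control at its reference dose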
TMEM16A act = activates or potentiates the mouse TMEM16A chloride channel; HEK293 TMEM16A/YFP-H148Q/I152L, iodide quench fluorescence; stronger effect = lower value; B-score at 10 µM; actives 0.3% (n = 340,000); AID 623877;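 active means fluorescence-ratio B-score plate-corrected deviation score at least 3 library SD below zero, with starting fluorescence score within 5 deviations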;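 further: channel opened by trigger with iodide after compound preincubation; score built on the fluorescence ratio of max minus min over baseline; more negative score means more quench and so TMEM16A activation or potentiation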
MrgX1 allo act = human MrgX1 positive allosteric modulation, primary screen | Q96LB2 | MrgX1-HEK293, Fluo-4 calcium flux, FDSS; stronger effect = higher value | B-score at 10 µM | actives 0.63% (n = 310,000) | AID 588675;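 active means plate-corrected calcium response at least 3 library SD above typical, normal starting fluorescence, not activating the receptor alone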;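 further: compound read alongside a low EC10 to EC30 dose of BAM8-22 agonist; peak minus trough fluorescence over baseline measured at the second addition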
MrgX1 ag = human MrgX1 receptor agonism, primary screen; actives 0.44% (n = 310,000); MrgX1-HEK293 cells, Fluo-4 calcium fluorescence, agonist mode; stronger effect = higher value; AID 588627; B-score at 10 µM; Q96LB2;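 active means calcium response B-score plate-corrected fluorescence ratio at least 3 library SD, with starting fluorescence B-score inside 5 SD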
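System – MrgX1-expressing HEK293 cells · Incubation – cells plated overnight, dye loaded 0.5 h 37 °C, 0.5 h room temperature · Technique – kinetic Fluo-4 NW fluorescence of intracellular calcium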
RGS4 pot = RGS4 potentiation or activation; HEK293 M3R/inducible RGS4, carbachol calcium flux Fluo4; stronger effect = lower value; B-score at 10 µM; actives 0.92% (n = 310,000);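 active means B-score of the integrated calcium signal more than 4 SD below the library mean, with starting fluorescence not abnormally high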;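 further: negative B-score means reduced calcium response which marks RGS4 activation or potentiation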
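Assay system: HEK293 FlpIn-TREx cells, stable M3R, doxycycline-inducible RGS4 / Probe or stimulus: carbachol, ECmax concentration / Times: overnight RGS4 induction, 30 min dye load 37 °C, 20 min compound RT / Signal: kinetic calcium fluorescence imaging with Fluo4-AM dye, 2 µM / Measure: Agonist-evoked peak-minus-minimum fluorescence over baseline, integrated ratio, B score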
TRPC6 inh = blocks the mouse TRPC6 cation channel; Q61143; HEK293-TRPC6, membrane potential dye, ACh-evoked depolarization; stronger effect = lower value; B-score at 10 µM; actives 1.1% (n = 310,000);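 active means B-score under library mean minus 3 SD, initial fluorescence not abnormally high, positive integrated signal ratio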;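 further: B-score derived from integrated fluorescence ratio over the kinetic read; more negative B-score means stronger inhibition of depolarization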
* marks the source's active call; other numbers are inactive results; i = inactive; / = not tested or not shown.

SMILES	MrgX1 antag	TRPC6 act	ANO1 block	HDAC3 inh	RGS4 inh	SKKanGAS inh	TMEM16A act	MrgX1 allo act	MrgX1 ag	RGS4 pot	TRPC6 inh
Cc1ccc(-c2nc3cc(N)ccc3o2)c(C)c1	i	i	i	-29	i	-2	i	i	i	i	i
CC(=O)c1csc(COc2ccccc2)n1	i	i	i	-2	i	-1	i	i	i	i	i
CCN(CC(=O)Nc1ccc2c(c1)OCO2)Cc1nc2ccccc2c(=O)[nH]1	i	i	i	-9	i	-2	i	i	i	i	i
Cc1ccc(C(=O)OCC(=O)NC2CCCCC2)s1	i	i	i	/	i	-3	i	i	i	i	i
COc1cc([N+](=O)[O-])ccc1NC(=O)CCN1C(=O)C2C3CCC(C3)C2C1=O (stereo not drawn)	i	i	i	5	i	-11	i	i	i	i	i
O=C(OCc1cc2ccccc2[nH]c1=O)c1ccccn1	i	i	i	-1	i	-7	i	i	i	i	i
Clc1ccccc1OCc1nn2c(-c3ccncc3)nnc2s1	i	i	i	-4	i	3	i	i	i	i	i
N#Cc1c(-c2cccs2)nc(SCC(=O)c2cccs2)[nH]c1=O	i	12*	i	5	i	14	i	i	i	i	i
Cc1ccc(NC(=O)c2ccc(Nc3ccccc3F)nc2)cc1	i	i	i	-2	i	3	i	i	i	i	i
COc1ccc(CCNC(=O)C23CCC(C)(C(=O)O2)C3(C)C)cc1OC (stereo not drawn)	i	i	i	11	i	-4	i	i	i	i	i
Fc1cccc(Cl)c1CSc1nnc2ccccn12	i	i	i	10	i	1	i	i	i	i	i
O=C(Nc1ccccc1)Nc1cnccn1	i	i	i	-5	i	20	i	i	i	i	i
O=c1nc(-c2ccccc2)cn[nH]1	i	i	i	7	i	1	i	i	i	i	i
Cc1ccc(C(=O)NCCC2=CCCCC2)cc1S(=O)(=O)N1CCCCC1	i	i	i	-1	i	3	i	i	i	i	i
CC(=O)OCCCNc1cc(Sc2ccc(Cl)cc2)c2nonc2c1[N+](=O)[O-]	i	i	i	3	i	-2	i	i	i	i	i
O=C(NCc1ccncc1)C1CCN(S(=O)(=O)c2ccc(F)cc2)CC1	i	i	i	-6	i	-5	i	i	i	i	i
CC(NC(=O)c1ccco1)C(=O)OCC(=O)c1ccc(Cl)s1 (stereo not drawn)	i	i	i	-7	i	-5	i	i	i	i	i
O=C(Nc1ccc(F)cc1)c1ccc(CSc2ccc(Cl)cc2)o1	i	i	i	-5	i	6	i	i	i	i	i
O=C(Nc1ccc(F)cc1)c1nc(S(=O)(=O)Cc2ccccc2)ncc1Cl	i	i	i	-2	i	-6	i	i	i	i	i
Cc1cc(OCC(=O)NCc2ccncc2)c2c(C)cc(=O)oc2c1	i	i	i	-23	i	3	i	i	i	i	i
Cn1cccc1C(C#N)c1ccccc1C#N (stereo not drawn)	i	i	i	-7	i	0	i	i	i	i	i
CC(Sc1nnc2ccccn12)C(N)=O (stereo not drawn)	i	i	i	1	i	0	i	i	i	i	i
C=C1C[C@H]2[C@@H]3C=C(C)C4=CC(=O)CC[C@]4(C)[C@H]3CC[C@]2(C)[C@@]1(OC(C)=O)C(C)=O	i	i	100*	2	i	-7	i	i	i	i	i
Clc1ccc(-c2csc(N3CCCCCC3)n2)cc1	i	i	i	1	i	54*	i	i	i	i	i
Cn1c(/C(C#N)=C/c2ccncc2)nc2ccccc21	i	i	i	-10	i	/	i	i	i	i	i
COc1c(OC(C)=O)ccc(/C=C/c2ccc3cccc(OC)c3n2)c1[N+](=O)[O-]	i	i	i	7	i	6	i	i	i	i	i
COc1ccccc1NS(=O)(=O)c1ccc(C)c(C(=O)NCC(c2ccco2)N2CCCCC2)c1 (stereo not drawn)	i	i	i	0	i	-9	i	i	i	i	i
O=C(NCc1ccc(Cl)cc1)c1ccncc1	i	i	i	-3	i	-2	i	i	i	i	i
CCCCC1OC23CCCCC2C(C#N)(C#N)C1(C#N)C(=N)O3 (stereo not drawn)	i	i	i	-7	i	7	i	i	i	i	i
CCN(CC)C(=O)CSc1nc2c(sc(=S)n2-c2ccccc2)c(=O)n1-c1ccc(OC)c(OC)c1	i	i	i	3	i	0	i	i	i	i	i
CN1CCN(c2ccccc2NC(=O)c2ccc(N3CCOCC3)c([N+](=O)[O-])c2)CC1	i	i	i	13	i	5	i	i	i	i	i
CC(C)OCCCn1c(=N)c(S(=O)(=O)c2ccccc2)cc2c(=O)n3ccccc3nc21	i	i	i	-35	i	-9	i	i	i	i	i
O=C(Nc1ncc(Cc2ccccc2)s1)C1=NCCN1	i	i	i	-3	i	-11	i	i	i	i	i
O=c1cc(CN2CCOCC2)c2c(ccc3ccccc32)o1	i	i	i	-3	i	/	i	i	i	i	i
O=C(NCC1CCCO1)c1ccc2c(c1)C(=O)N(C1CCCCC1)C2=O (stereo not drawn)	i	i	i	-4	i	-2	i	i	i	i	i
COc1ccc(S(=O)(=O)Nc2ccc(S(=O)(=O)N3CCCC3)cc2)cc1	i	i	i	3	i	-3	i	i	i	i	i
Cc1ccnc(N(C(=O)c2cccs2)C(=O)c2cccs2)c1	i	i	i	-1	i	-12	i	i	i	i	i
Cc1ccc(O)c(C(=O)CC(=O)c2ccc(C(C)(C)C)cc2)c1	i	i	i	-1	i	95*	i	i	i	i	i
CCCCOC(=O)c1cc(=O)[nH]c2ccccc12	i	i	i	-4	i	-1	i	i	i	i	i
O=C(Nc1ccc(Nc2ccccc2)cc1)N1CCOCC1	i	i	i	-7	i	-3	i	i	i	i	i
O=C(Cc1ccc(Br)cc1)N(Cc1ccccc1)c1ccccn1	i	i	i	-1	i	9	i	7.3*	i	i	i
Cc1cc(O)c(NC(=O)c2ccc(Br)o2)cc1C	i	i	i	3	i	-6	i	i	i	i	i
COc1ccc2oc(C(=O)OCC(=O)NC3CCCCC3)c(C)c2c1	i	i	i	-29	i	-7	i	i	i	i	i
CCOC(=O)c1c(NC(=O)CN2CCOCC2)sc2c1CC(C)(C)OC2	i	i	i	8	i	-10	i	i	i	i	i
CCOC(=O)c1cn(CC)c2cc3c(cc2c1=O)OCO3	i	i	i	-3	i	-1	i	i	i	i	-5.8*
CCN(c1cccc(C)c1)S(=O)(=O)c1cnc[nH]1	i	i	i	6	i	15	i	i	i	i	i
COc1ccc(CCN(C)CC(=O)Nc2cc(C)nc3ccccc23)cc1OC	i	i	i	2	i	-2	i	i	i	i	i
CC(C)n1cc(/C=C2/NC(=O)NC2=O)c2ccccc21	i	i	i	9	i	5	i	i	i	i	i
O=C1CC2c3ccccc3C1C1C(=O)N(CCc3ccccc3)C(=O)C21 (stereo not drawn)	i	i	i	23	i	-6	i	i	i	i	i
CCOC(=O)NN1C(=O)c2ccccc2NC1c1cccc(O)c1 (stereo not drawn)	i	i	i	-15	i	-2	i	i	i	i	i

(list continues)
SMILES	MrgX1 antag	TRPC6 act	ANO1 block	HDAC3 inh	RGS4 inh	SKKanGAS inh	TMEM16A act	MrgX1 allo act	MrgX1 ag	RGS4 pot	TRPC6 inh
CCCc1cc(=O)oc2cc(C)cc(OCC(=O)NCc3ccccn3)c12	i	i	i	-2	i	3	i	i	i	i	i
Cc1ccc([N+](=O)[O-])cc1NC1CC(O)C(CO)O1 (stereo not drawn)	i	i	i	/	i	2	i	i	i	i	i
COc1ccc(OC)c2sc(NC(=O)CCS(=O)(=O)c3ccccc3)nc12	i	i	i	-9	i	-11	i	i	i	i	i
CCOC(=O)c1c(C)nc(-c2ccccc2)nc1NC(=O)C(C)C	i	i	i	5	i	-2	i	i	i	i	i
CCCCC(C(=O)O)C(C)CC(=O)Nc1nccs1 (stereo not drawn)	i	i	i	-1	i	5	i	i	i	i	i
O=C(Cc1ccccc1)NNC(=S)Nc1ccc(Cl)cc1	i	i	i	-3	i	-13	i	i	i	i	i
C[C@@H]1CCC2[C@](C)(CO)[C@@H](O)CC[C@]2(C)[C@@]12CCC(CO)(CCO)O2 (stereo partly drawn)	i	i	i	-1	i	-2	i	i	i	i	i
COC(=O)c1ccc(C(=O)NC(=S)Nc2nc3c(s2)CCCC3)cc1	i	i	i	0	i	5	i	i	i	i	i
Cn1nc(-c2ccccc2)c(C(=O)Nc2ccc(Cl)cc2)c1Cl	i	i	i	-3	i	-4	i	i	i	i	i
CCC(=O)N(c1ccc(C(=O)O)cc1)c1nc(-c2ccc(OC)cc2)c(C)s1	i	i	i	0	i	3	i	6.5*	i	i	i
CCN(CC)C(=O)c1ccc(COc2ccc(Cl)c(C)c2)o1	i	i	i	4	i	-4	i	i	i	i	i
CC(C)(Oc1ccc(-c2ccco2)cc1)C(=O)O	i	i	i	-3	i	-1	/	i	i	i	i
CCOc1ccc(Cc2c(C)[nH]c3ccc(C(=O)O)cc3c2=S)cc1	i	i	i	6	i	1	i	i	i	i	i
COCCCn1c(-c2ccccc2)nc2ccccc2c1=O	i	i	i	2	i	4	i	i	i	i	i
Cn1c(=O)cc(OCC(=O)NCCc2ccc(Cl)cc2)c2ccccc21	i	i	i	0	i	-26	i	i	i	i	i
CC(=O)Oc1ccccc1C(=O)Nc1ccccc1	i	i	i	-16	i	0	i	i	i	i	i
CC(=O)Nc1ccc(NC(=O)CSc2ccc([N+](=O)[O-])cn2)cc1	i	i	i	-11	i	-13	i	i	i	i	i
Cc1cc(C)nc(N2CCCC(C(=O)Nc3cc(F)ccc3C)C2)n1 (stereo not drawn)	i	i	i	-5	i	-4	i	i	i	i	i
CCOc1cc(/C=N/OC(C)=O)ccc1OCc1ccccc1	i	i	i	-1	i	0	i	i	i	i	i
Cc1cccc(-c2cnn(-c3ccccc3)c2N)c1	i	i	i	-1	i	9	i	i	i	i	i
COC(=O)c1sc(N2CCN(Cc3ccccc3)CC2)nc1N	i	i	i	3	i	-7	i	i	i	i	i
CCCn1c(=S)[nH]c2cc(C(=O)N(CCO)Cc3ccccc3)ccc2c1=O	i	i	i	5	i	7	i	i	i	i	i
CCCCN1C(=O)C2C(C(=O)Nc3cccc(OC)c3)C3C=CC2(O3)C1C(=O)NC1CCCCC1C (stereo not drawn)	i	i	i	2	i	1	i	i	i	i	i
